# M4 antag: blocks acetylcholine activation of human M4 receptor. P08173. CHO-hM4 cells, ACh EC80, Fluo-8 calcium fluorescence. inhibition, % at 3 µM. hit rate 0.73% among 360,000;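 active = inhibition above its plate's cutoff, the mean inhibition of sample wells plus 3 SD, cut at about 27% in these data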;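 note: 0% = acetylcholine EC80 with DMSO and 100% = DMSO without agonist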
# CRFBP-R2 block: blocks CRF-induced signaling of the CRF-BP/CRF-R2 complex; HEK293 CRF-R2/CRF-BP, CRF-induced calcium fluorescence; inhibition, % at 11.8 µM; hit rate 0.59% among 350,000; AID 588475;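 active = inhibition of the ligand-induced calcium signal above about 50% at the single tested concentration, limit read from the data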
# M5 antag: antagonists of human muscarinic M5 receptor (CHRM5). inhibition, % at 3 µM. hit rate 0.59% among 360,000. AID 624040. CHO-hM5 cells, Fluo-8 calcium fluorescence, ACh EC80;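 active = inhibition above a per-plate cutoff, the mean of that plate's test compounds plus 3 SD, cut at about 27% in these data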;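 note: 0% = acetylcholine EC80 with DMSO and 100% = DMSO without agonist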
# Target sequence (P08912 whole entry, looked up): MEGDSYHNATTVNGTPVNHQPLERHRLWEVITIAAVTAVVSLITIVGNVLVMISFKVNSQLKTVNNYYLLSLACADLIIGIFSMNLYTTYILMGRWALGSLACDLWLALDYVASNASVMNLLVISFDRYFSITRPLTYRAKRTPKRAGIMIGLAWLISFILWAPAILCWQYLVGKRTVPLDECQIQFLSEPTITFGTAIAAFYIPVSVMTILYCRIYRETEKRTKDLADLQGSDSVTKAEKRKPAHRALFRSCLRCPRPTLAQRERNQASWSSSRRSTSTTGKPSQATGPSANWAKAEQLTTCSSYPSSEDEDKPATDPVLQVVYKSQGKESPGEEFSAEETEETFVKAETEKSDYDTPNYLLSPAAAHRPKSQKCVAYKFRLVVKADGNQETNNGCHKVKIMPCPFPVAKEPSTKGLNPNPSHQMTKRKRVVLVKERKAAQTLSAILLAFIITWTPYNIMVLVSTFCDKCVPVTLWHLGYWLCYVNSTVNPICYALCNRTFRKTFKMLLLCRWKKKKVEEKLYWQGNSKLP
# M5 ag: CHRM5 agonism in calcium assay | P08912 | CHO-K1 hM5 cells, Fluo-8 calcium fluorescence; 0% DMSO wells, 100% maximal acetylcholine response | activation, % at 3 µM | hit rate 0.19% among 360,000 | AID 624037;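 active = activation above the run's mean over test compounds plus 3 SD, cut at about 23% in these data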;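 note: signal is peak over basal fluorescence ratio across the kinetic read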
# IDE inh: cellular human IDE inhibition; hit rate 0.41% among 320,000; P14735; HEK cells, FAbetaB cleavage, fluorescence polarization; inhibition, % at 5.59 µM; AID 434962;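 active = percent inhibition above the average of all tested compounds plus 3 SD, set per screening campaign, cut at about 16% in these data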;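 note: IDE supplied by intact live HEK cells; FP after avidin binding of uncleaved biotin substrate so inhibition keeps polarization high; 0% = DMSO wells and 100% = 60 µM reference IDE inhibitor Ii1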
# M4 ag: agonists of human muscarinic M4 receptor (CHRM4); CHO-K1 hM4/Gqi5, Fluo-8 calcium fluorescence; vehicle 0%, full acetylcholine response 100%; AID 624127; P08173; hit rate 0.14% among 360,000; activation, % at 3 µM;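 active = activation above the run mean over all test wells plus 3 SD, cut at about 32% in these data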;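 note: peak over basal fluorescence ratio per well then scaled between controls; 0% = DMSO wells and 100% = acetylcholine at EC100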
# CRFR2-BP ag: CRF-BP/CRF-R2 complex agonism | HEK293 CRF-R2/CRF-BP, calcium dye fluorescence (FLIPR); percent of saturating CRF peptide response | AID 588473 | hit rate 0.46% among 350,000 | activation, % at 13.2 µM;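 active = activation of at least 50%, plus an integration ratio under a set limit after plate pattern correction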;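 note: plate controls were neutral control wells without compound for no effect and CRF at EC100 for full effect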
# CHRM4 PAM: potentiates acetylcholine response at human M4 receptor. P08173. CHO-K1 hM4/Gqi5, Fluo-8 calcium fluorescence, ACh EC20; 0% = ACh EC20, 100% = maximal ACh. activation, % at 3 µM. hit rate 0.4% among 360,000. AID 624126;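 active = activation above its plate's cutoff, the mean activation of sample wells plus 3 SD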; note: some results filed as inactive read as strong as hits
# CHRM5 PAM: CHRM5 positive allosteric modulation; CHO-K1 hM5, Fluo-8 calcium, ACh EC20 PAM; 0% = ACh EC20, 100% = ACh EC100; activation, % at 3 µM; hit rate 0.3% among 360,000; AID 624038;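 active = activation above the run cutoff, the mean activation of all test compounds plus 3 SD, cut at about 18% in these data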
#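 Assay system: CHO-K1 hM5 cells / Incubation: Fluo-8 loading 80 min at 37 °C plus 30 min room temperature / Technique: Fluo-8 calcium dye fluorescence, kinetic read / Repeats: single replicate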
# * hit, by the source's call; / = not tested or not shown.
1) Cc1cc(NC(=O)CSc2nnc3ccc(-c4ccccc4)nn23)no1
2) N/C(=N\O)c1ccccc1N1CCCCC1
3) CC(C)(C)c1ccc(OCC(=O)NCc2ccco2)cc1
4) CCN(CC(=O)Nc1ccc(OC)cc1)C(=O)c1ccc2c(c1)NC(=O)CS2
5) Cc1ccc(Nc2ncnc(N)n2)cc1C
6) CCOC(=O)/C(C#N)=C/c1cn(CCC(=O)O)nc1-c1cccc(Br)c1
7) Cc1c(OCC(=O)NC(Cc2ccc(Cl)cc2)C(=O)O)ccc2c(-c3ccccc3)cc(=O)oc12 (configuration not stated)
8) CCOC(=O)C1(CC2CCCCO2)CCN(S(=O)(=O)c2cc(C)cs2)CC1 (configuration not stated)

screen / no.	1	2	3	4	5	6	7	8
M4 antag	-5	-1	-10	-6	-13	1	-2	-6
CRFBP-R2 block	2	0	-7	7	5	2	16	9
M5 antag	-5	0	-4	8	-9	2	6	15
M5 ag	1	0	-4	-1	-4	4	3	-3
IDE inh	/	5	4	/	1	7	6	2
M4 ag	1	0	-2	0	1	1	-1	3
CRFR2-BP ag	-1.4	-2.3	-3.0	1.7	-0.6	-0.3	0.7	-0.5
CHRM4 PAM	10	0	7	-2	9	2	-1	-8
CHRM5 PAM	1	2	1	2	6	3	-1	-9

9) O=C(CC(=O)Nc1ccccc1F)Nc1ccccc1F
10) CC(=O)c1ccc(S(=O)(=O)Oc2ccc(-c3ccc(C(=O)O)cc3)cc2)cc1
11) COc1cc(C)nc(N(C)S(=O)(=O)c2ccccc2Cl)n1
12) C[C@H]1CN([C@@H](C)CO)S(=O)(=O)c2ccc(Br)cc2O[C@H]1CN(C)C(=O)C1CCC1
13) O=C1OCCN1C(=O)[C@H]1[C@H](c2ccc(Cl)cc2)C(c2cccc(Cl)c2)=NN1c1ccc(Br)cc1
14) O=C(NCc1ccc(C(F)(F)F)cc1)C1CC(c2ccc(C(F)(F)F)cc2)=NO1 (configuration not stated)
15) CCCCNC(=S)N1CCn2cccc2C1c1ccc(F)cc1 (configuration not stated)
16) O=C(OCC(=O)N1CCCC1)c1c2c(nc3ccccc13)CCCCC2

screen / no.	9	10	11	12	13	14	15	16
M4 antag	1	3	-2	-2	-3	9	12	-1
CRFBP-R2 block	-17	-1	-36	-4	3	-5	-12	8
M5 antag	3	9	-3	8	1	15	3	0
M5 ag	-2	0	-9	2	-2	8	-9	-2
IDE inh	-3	-6	4	/	/	6	2	-2
M4 ag	1	1	2	1	1	8	1	3
CRFR2-BP ag	-0.7	0.1	-0.4	-0.2	1.0	3.1	0.3	-1.1
CHRM4 PAM	-4	-6	-4	3	2	1	-14	-6
CHRM5 PAM	-6	-2	-1	-3	-1	-13	0	4

17) COc1cc(C)ccc1S(=O)(=O)n1nc(C)cc1C
18) CCN(CC)CCn1c(OC)cc(=O)[nH]c1=O
19) CCc1nc2ccccc2n1CC(=O)Nc1cc(C)on1
20) COc1ccc(C(=O)CSc2nnc3ccccn23)cc1OC
21) COc1ccc(/C=C/C(=O)OC(C)CN2CCCCC2)cc1 (configuration not stated)
22) Cc1ccc(C(=O)OCc2cc(=O)n3ccsc3n2)s1
23) Nn1cnnc1N/N=C/c1ccc(Cl)c([N+](=O)[O-])c1
24) Cc1cc2c(cc1S(=O)(=O)CCC(=O)N(C)C1CCCCC1)OCC(=O)N2

screen / no.	17	18	19	20	21	22	23	24
M4 antag	-11	3	-2	-6	6	-16	9	-10
CRFBP-R2 block	-3	6	-8	3	-2	-18	-6	-5
M5 antag	-6	-12	0	1	-6	1	3	2
M5 ag	-4	-5	2	-5	2	0	-4	2
IDE inh	4	2	0	3	1	-3	6	-2
M4 ag	1	0	2	1	1	3	2	1
CRFR2-BP ag	-0.3	1.8	2.9	0.7	-0.7	2.0	-0.2	-0.1
CHRM4 PAM	10	8	1	6	-4	1	-5	7
CHRM5 PAM	-1	3	10	10	13	-5	-9	-5

25) CCOCC(=O)Nc1ccc(S(=O)(=O)N2CCOCC2)cc1
26) COc1ccc(-c2nc(SCc3ccc(C#N)cc3)[nH]c(=O)c2C#N)cc1
27) Cc1cccc(C(=O)Nc2nnc(S(=O)(=O)N3CCCCCC3)s2)c1
28) Cc1cccc(NC(=O)c2ccc(S(=O)(=O)NCc3cccnc3)cc2)c1C
29) Cc1c(C)c2c(C)[nH]nc2oc1=O
30) Cc1ccc(C(=O)OCC(=O)Nc2ncc(Cl)cc2Cl)cc1NC(=O)c1ccco1
31) O=C(NCc1ccccc1)C1CCC(CNc2c(N3CCCCC3)c(=O)c2=O)CC1 (configuration not stated)
32) Cc1c(C(=O)NCc2cccc(C(F)(F)F)c2)sc(=O)n1Cc1ccc(C(=O)N(C)C)cc1

screen / no.	25	26	27	28	29	30	31	32
M4 antag	-5	-2	-20	-6	1	7	1	7
CRFBP-R2 block	34	15	0	4	7	-11	11	/
M5 antag	-10	4	-5	20	-2	5	0	3
M5 ag	-4	-3	1	-2	-3	3	0	6
IDE inh	4	2	3	-1	0	0	-2	/
M4 ag	1	1	3	6	0	0	1	7
CRFR2-BP ag	-3.5	-1.4	-0.3	1.5	-1.1	-2.8	0.7	/
CHRM4 PAM	12	5	12	3	0	-11	-7	-4
CHRM5 PAM	2	1	11	-8	0	1	-5	-9

# Given with the structure last: 6 of the compounds above
no. | M4 antag | CRFBP-R2 block | M5 antag | M5 ag | IDE inh | M4 ag | CRFR2-BP ag | CHRM4 PAM | CHRM5 PAM | Structure
27 | -20 | 0 | -5 | 1 | 3 | 3 | -0.3 | 12 | 11 | Cc1cccc(C(=O)Nc2nnc(S(=O)(=O)N3CCCCCC3)s2)c1
28 | -6 | 4 | 20 | -2 | -1 | 6 | 1.5 | 3 | -8 | Cc1cccc(NC(=O)c2ccc(S(=O)(=O)NCc3cccnc3)cc2)c1C
29 | 1 | 7 | -2 | -3 | 0 | 0 | -1.1 | 0 | 0 | Cc1c(C)c2c(C)[nH]nc2oc1=O
30 | 7 | -11 | 5 | 3 | 0 | 0 | -2.8 | -11 | 1 | Cc1ccc(C(=O)OCC(=O)Nc2ncc(Cl)cc2Cl)cc1NC(=O)c1ccco1
31 | 1 | 11 | 0 | 0 | -2 | 1 | 0.7 | -7 | -5 | O=C(NCc1ccccc1)C1CCC(CNc2c(N3CCCCC3)c(=O)c2=O)CC1 (configuration not stated)
32 | 7 | / | 3 | 6 | / | 7 | / | -4 | -9 | Cc1c(C(=O)NCc2cccc(C(F)(F)F)c2)sc(=O)n1Cc1ccc(C(=O)N(C)C)cc1

# (listing goes on)
33) CC(C)CNC(=O)c1cc2nc(C3CC3)cc(C(F)(F)F)n2n1
34) O=C1CN(Cc2ccccc2)C(=NCc2ccco2)S1
35) Cc1cc(C)cc(NC(=O)c2ccc3c(c2)CCN3S(C)(=O)=O)c1
36) COc1ccc(CCNC(=O)CN2C(=O)NC3(CCOc4ccccc43)C2=O)cc1 (configuration not stated)
37) Cc1ccccc1-n1c(O)c(C=NC2CCS(=O)(=O)C2)c2ccccc2c1=O (configuration not stated)
38) O=c1[nH]c(N/N=C/c2cc3c(cc2[N+](=O)[O-])OCO3)nc2ccccc12
39) CN(Cc1ccccc1)C(=O)COC(=O)c1ccc(Br)c(S(=O)(=O)N2CCOCC2)c1
40) C=CCn1c(-c2ccc([N+](=O)[O-])cc2)n[nH]c1=S

screen / no.	33	34	35	36	37	38	39	40
M4 antag	5	6	10	3	-2	21	6	22
CRFBP-R2 block	-19	21	3	-14	3	8	-4	6
M5 antag	-3	7	0	9	-3	13	17	3
M5 ag	-7	-10	-5	-1	3	-5	5	-10
IDE inh	-6	-4	3	/	6	-1	3	3
M4 ag	0	0	6	1	2	2	15	1
CRFR2-BP ag	-1.2	-4.3	-11	-0.6	0.8	-3.0	0.5	1.7
CHRM4 PAM	8	-1	1	7	11	10	-6	-14
CHRM5 PAM	12	1	-5	-1	17	-8	-13	-6

41) CCOC(=O)c1ccc(NC(=O)c2ccccc2N(C)S(=O)(=O)c2ccccc2)cc1
42) COc1ccccc1NS(=O)(=O)c1cc(N2Cc3ccccc3C2=N)ccc1N1CCOCC1
43) CCc1ccc2oc(C(=O)NC3CCS(=O)(=O)C3)cc(=O)c2c1 (configuration not stated)
44) COc1ccccc1[C@]1(C)ON(c2ccccc2C(F)(F)F)C1=O
45) COc1ccc(C(=O)C2CCCN(Cc3cc(Cl)ccc3O)C2)c(OC)c1 (configuration not stated)
46) Cc1csc(NC(=O)c2cnccn2)n1

screen / no.	41	42	43	44	45	46
M4 antag	4	3	-1	-6	10	-4
CRFBP-R2 block	-8	-5	-4	6	3	11
M5 antag	11	4	6	4	2	2
M5 ag	-4	-8	-2	-1	-14	-2
IDE inh	2	1	7	2	-7	-4
M4 ag	10	4	1	0	1	0
CRFR2-BP ag	0.2	0.0	0.6	0.1	0.2	-1.0
CHRM4 PAM	-21	-5	-4	5	-16	8
CHRM5 PAM	-16	3	-9	-2	-8	-6

# Assay outcomes from PubChem.
